MEKK2wt PB1 HTS: raises or lowers MEK5 binding to wildtype human MEKK2 PB1 domain; bead flow cytometry, Alexa488-MEK5 binding to MEKK2 WT; actives lie on both sides; 1.1% of 290,000 active; Q9Y2U5; binding response (% of control), % at 10 µM; in the data active means binding response below about 67% or above about 130%
PHOSPHO1 inh: PHOSPHO1 (human) inhibition; inhibition, % at 13.3 µM; recombinant PHOSPHO1, absorbance phosphatase assay; 1.1% of 290,000 active; Q8TCT1; in the data active means inhibition above about 60%
Target sequence (Q8TCT1 whole entry, looked up): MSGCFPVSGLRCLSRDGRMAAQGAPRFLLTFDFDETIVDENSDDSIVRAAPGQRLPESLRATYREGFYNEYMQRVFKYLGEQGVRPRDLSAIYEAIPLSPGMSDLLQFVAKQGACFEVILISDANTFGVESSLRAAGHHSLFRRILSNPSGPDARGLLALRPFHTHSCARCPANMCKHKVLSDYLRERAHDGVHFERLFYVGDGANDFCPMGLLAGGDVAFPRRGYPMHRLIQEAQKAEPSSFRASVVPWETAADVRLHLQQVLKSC
GalR3 antag: blocks the human galanin receptor 3 | O60755 | HEK293 GalR3-CNG cAMP membrane potential fluorescence; galR3 body fused to GalR1 C-terminus | inhibition, % at 3 µM | 0.44% of 360,000 active;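 active means inhibition above the screen-wide average plus 3 SD, cut at about 13% in these data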;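 further: forskolin and galanin both at EC90 stimulate the cells; cAMP rise reported by CNG channel membrane potential dye signal; 0% = forskolin plus galanin with DMSO and 100% = forskolin alone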
GPR7 antagonist: antagonists of human GPR7 (neuropeptides B/W receptor 1). GPR7-expressing cells, fluorescence antagonist assay. AID 1861. 1.1% of 290,000 active. inhibition, % at 4.4 µM. P48145; in the data active means inhibition above about 16%, passing the limit was not always enough;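 further: cells stimulated with the agonist NPW; 0% = agonist with vehicle and 100% = vehicle without agonist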
Target sequence (P48145 whole entry, looked up): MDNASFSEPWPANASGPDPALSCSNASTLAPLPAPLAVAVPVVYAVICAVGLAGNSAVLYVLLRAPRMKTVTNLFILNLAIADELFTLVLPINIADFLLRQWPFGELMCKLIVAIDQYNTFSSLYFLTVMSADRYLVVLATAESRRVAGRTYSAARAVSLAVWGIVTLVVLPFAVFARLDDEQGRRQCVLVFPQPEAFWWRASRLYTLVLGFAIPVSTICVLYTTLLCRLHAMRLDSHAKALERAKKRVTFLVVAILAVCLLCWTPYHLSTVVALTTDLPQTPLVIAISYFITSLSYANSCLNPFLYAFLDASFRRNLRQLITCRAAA
OXTR ag: human OXTR agonism | P30559 | CHO-OTR cells, Fluo-8 calcium fluorescence; normalized: DMSO 0%, oxytocin 100% | activation, % at 3 µM | 0.32% of 320,000 active;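 active means activation above the mean of all tested compounds plus 3 SD, cutoff set per screening run, cut at about 20% in these data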;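 further: peak over basal fluorescence ratio from a 100 s FLIPR kinetic read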
NALP1 yeast inh: blocks the NALP1 inflammasome reconstituted in yeast. AID 2071. S. cerevisiae NALP1/ASC/caspase-1 growth, X-gal OD620, 72 h. inhibition, % at 10 µM. 0.61% of 280,000 active; in the data active means inhibition mostly above about 24%, no sharp cut-off; inactive means mostly below about 32%; further: some compounds called inactive have numbers as strong as hits
V1aR counter: V1a receptor agonism, counter-screen for OXTR agonists | P37288 | CHO-V1R cells, Fluo-8 calcium fluorescence, agonist mode; 0% DMSO, 100% 3 nM vasopressin | activation, % at 3 µM | 0.25% of 320,000 active;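 active means activation above the mean activation of all tested compounds plus 3 SD, per screening run, cut at about 20% in these data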;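 further: signal is peak over basal fluorescence ratio across a 100 second FLIPR read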
Target sequence (P37288 whole entry, looked up): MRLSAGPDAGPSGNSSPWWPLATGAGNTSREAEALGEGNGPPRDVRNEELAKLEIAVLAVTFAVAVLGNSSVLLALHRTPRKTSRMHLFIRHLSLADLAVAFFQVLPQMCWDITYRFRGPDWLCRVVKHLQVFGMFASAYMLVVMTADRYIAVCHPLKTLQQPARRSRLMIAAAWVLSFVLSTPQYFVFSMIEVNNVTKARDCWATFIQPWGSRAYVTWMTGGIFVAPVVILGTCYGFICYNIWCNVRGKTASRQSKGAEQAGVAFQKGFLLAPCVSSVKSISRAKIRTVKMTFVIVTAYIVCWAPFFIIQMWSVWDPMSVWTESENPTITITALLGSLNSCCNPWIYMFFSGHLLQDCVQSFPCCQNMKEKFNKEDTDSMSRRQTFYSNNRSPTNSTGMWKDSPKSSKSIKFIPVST
MEKK2mut PB1 HTS: signal of MEK5 binding to mutant human MEKK2 PB1 domain. 0.35% of 290,000 active. percent response, % at 10 µM. bead flow cytometry, Alexa488-MEK5 binding to MEKK2 mutant; in the data active means percent response above about 24%, passing the limit was not always enough; further: inactives centre near 1; some results filed as inactive read as strong as hits; reference of the scale not given here
MEKK3 PB1 HTS: MEKK3-MEK5 PB1 interaction, increase or decrease. Q99759. bead-based flow cytometry, Alexa488-MEK5 binding to MEKK3; actives lie on both sides; 0 = blocked by unlabeled MEK5, 100 = vehicle. binding response (% of control), % at 10 µM. 1.4% of 290,000 active. AID 1529;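 active means binding response more than 3 SD above or below the average of its plate-row segment, actives on both sides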;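 further: Alexa488 bead fluorescence after subtracting the streptavidin-only scavenger bead signal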
* = called active by the depositor.

Screening Oc1cccc(Nc2nc(N3CCOCC3)nc(N3CCOCC3)n2)c1 returned MEKK2wt PB1 HTS 108, PHOSPHO1 inh 15, GalR3 antag -9, GPR7 antagonist -12, NALP1 yeast inh -3, MEKK2mut PB1 HTS 4 and MEKK3 PB1 HTS 103.
For Cn1cnc([N+](=O)[O-])c1Oc1ccc2ccccc2c1 the results were MEKK2wt PB1 HTS 97, PHOSPHO1 inh -7, GalR3 antag 4, GPR7 antagonist 8, OXTR ag 1.5, NALP1 yeast inh 27, V1aR counter 1.7, MEKK2mut PB1 HTS -3 and MEKK3 PB1 HTS 99.
Screening N=C1C(c2nc3ccccc3s2)=C(O)CN1NC(=O)c1ccco1 returned MEKK2wt PB1 HTS 92, PHOSPHO1 inh -6, GalR3 antag -2, GPR7 antagonist -10, OXTR ag 0.4, NALP1 yeast inh 20, V1aR counter -0.6, MEKK2mut PB1 HTS -14 and MEKK3 PB1 HTS 90.
CN=c1scc(C)n1/N=C/c1cc(Br)c(O)c(Br)c1 was read as MEKK2wt PB1 HTS 95, PHOSPHO1 inh -95, GalR3 antag -1, GPR7 antagonist -12, OXTR ag -1.4, NALP1 yeast inh 3, V1aR counter -0.1, MEKK2mut PB1 HTS -3 and MEKK3 PB1 HTS 92.
`CCOC(=O)N1CCN(C(=S)Nc2cc(OC)c(OC)cc2C(=O)OC)CC1` gave MEKK2wt PB1 HTS 100, PHOSPHO1 inh 16, GalR3 antag 0, GPR7 antagonist -8, OXTR ag -1.0, NALP1 yeast inh 12, V1aR counter -0.8, MEKK2mut PB1 HTS 3 and MEKK3 PB1 HTS 101.
`CCC(=O)Nc1c2c(nn1-c1ccc(OC)cc1)CS(=O)C2` (configuration not stated) gave MEKK2wt PB1 HTS 108, PHOSPHO1 inh -1, GalR3 antag 5, GPR7 antagonist 4, OXTR ag 1.0, NALP1 yeast inh -6, V1aR counter 0.9, MEKK2mut PB1 HTS 9 and MEKK3 PB1 HTS 106.
For Cc1cc(C(F)(F)F)nn1CC(=O)N(C)c1ccccc1 the results were MEKK2wt PB1 HTS 99, PHOSPHO1 inh 6, GalR3 antag -3, GPR7 antagonist -2, OXTR ag 0.4, NALP1 yeast inh 5, V1aR counter -1.0, MEKK2mut PB1 HTS -1 and MEKK3 PB1 HTS 101.
`Cc1c(CN(C)C(=O)c2nn(C)cc2[N+](=O)[O-])cnn1C` gave MEKK2wt PB1 HTS 111, PHOSPHO1 inh -7, GalR3 antag 4, GPR7 antagonist -14, OXTR ag -0.4, NALP1 yeast inh 18, V1aR counter 2.6, MEKK2mut PB1 HTS -1 and MEKK3 PB1 HTS 108.
`Oc1cccc(Nc2ncnc3ccccc23)c1` gave MEKK2wt PB1 HTS 100, PHOSPHO1 inh 5, GalR3 antag -2, GPR7 antagonist 4, OXTR ag 0.3, NALP1 yeast inh 10, V1aR counter 0.7, MEKK2mut PB1 HTS 2 and MEKK3 PB1 HTS 98.
For COc1ccc(NC(=O)C(=S)NC2CCCCC2)cc1 the results were MEKK2wt PB1 HTS 99, PHOSPHO1 inh -4, GalR3 antag 3, GPR7 antagonist 0, OXTR ag -2.8, NALP1 yeast inh -24, V1aR counter -1.0, MEKK2mut PB1 HTS -3 and MEKK3 PB1 HTS 94.
For COc1ccc(CNC(=O)CN2C(=O)NC(C)(c3ccc(Cl)cc3)C2=O)cc1 (configuration not stated) the results were MEKK2wt PB1 HTS 108, PHOSPHO1 inh 33, GalR3 antag -9, GPR7 antagonist 1, OXTR ag -0.2, NALP1 yeast inh -10, V1aR counter 4.4, MEKK2mut PB1 HTS 5 and MEKK3 PB1 HTS 106.
`CC(C)Cc1ccc(C(C)C(=O)Nc2cccnc2)cc1` (configuration not stated) gave MEKK2wt PB1 HTS 93, PHOSPHO1 inh 36, GalR3 antag -12, GPR7 antagonist 54*, OXTR ag 46*, NALP1 yeast inh 2, V1aR counter 43*, MEKK2mut PB1 HTS 2 and MEKK3 PB1 HTS 95.
`CC(=O)c1ccc(NC(=O)CC(C)S(=O)(=O)c2ccc3c(c2)CCN3C(C)=O)cc1` (configuration not stated) gave MEKK2wt PB1 HTS 101, PHOSPHO1 inh -14, GalR3 antag 0, GPR7 antagonist -14, OXTR ag 1.3, NALP1 yeast inh 32, V1aR counter -0.9, MEKK2mut PB1 HTS 3 and MEKK3 PB1 HTS 103.
For Cc1ccc(C2=NOC3(CC(=O)N(c4ccccc4)C3=O)C2)cc1 (configuration not stated) the results were MEKK2wt PB1 HTS 98, PHOSPHO1 inh 24, GalR3 antag 0, GPR7 antagonist -12, OXTR ag 0.4, NALP1 yeast inh 6, V1aR counter 0.0, MEKK2mut PB1 HTS 0 and MEKK3 PB1 HTS 101.
`Cc1ccc2c(c1)N(C(=O)CCC(=O)NCc1cccnc1)CC(C)O2` (configuration not stated) gave MEKK2wt PB1 HTS 98, PHOSPHO1 inh 12, GPR7 antagonist 8, OXTR ag -0.7, NALP1 yeast inh 14, V1aR counter -0.5, MEKK2mut PB1 HTS -2 and MEKK3 PB1 HTS 100.
Screening COc1ccc(C(=N/O)/C(=N/O)c2ccc(OC)cc2)cc1 returned MEKK2wt PB1 HTS 101, PHOSPHO1 inh -39, GalR3 antag -2, GPR7 antagonist -12, OXTR ag 3.9, NALP1 yeast inh 1, V1aR counter 2.6, MEKK2mut PB1 HTS 1 and MEKK3 PB1 HTS 105.
Screening O=C(CSc1nnnn1-c1cccc2c1CCCC2)N1CCCC1 returned MEKK2wt PB1 HTS 103, PHOSPHO1 inh -8, GalR3 antag 1, GPR7 antagonist -7, OXTR ag 1.6, NALP1 yeast inh -11, V1aR counter 3.8, MEKK2mut PB1 HTS 11 and MEKK3 PB1 HTS 108.
CC(=O)N(C(C)=O)c1ccc2nc(C)[nH]c(=O)c2c1 was read as MEKK2wt PB1 HTS 92, PHOSPHO1 inh -3, GalR3 antag -5, GPR7 antagonist 2, OXTR ag 1.3, NALP1 yeast inh 25, V1aR counter 0.7, MEKK2mut PB1 HTS -12 and MEKK3 PB1 HTS 87.
CCCC(c1nnnn1C1CCCCC1)N1CCN(C(=O)c2ccco2)CC1 (configuration not stated) was read as MEKK2wt PB1 HTS 100, PHOSPHO1 inh 16, GalR3 antag -1, GPR7 antagonist -1, OXTR ag 0.6, NALP1 yeast inh 17, V1aR counter 0.0, MEKK2mut PB1 HTS -2 and MEKK3 PB1 HTS 102.
For COc1ccc(NC2=NCC(=O)N2c2ccccc2F)cc1 the results were MEKK2wt PB1 HTS 112, PHOSPHO1 inh 48, GalR3 antag -2, GPR7 antagonist 0, OXTR ag 0.3, NALP1 yeast inh 5, V1aR counter 0.7, MEKK2mut PB1 HTS 5 and MEKK3 PB1 HTS 111.
`CC1=CC=CN2C1=NC(=O)CC2(C)C(=O)N(CC(=O)NC1CCCC1)Cc1ccccc1` (configuration not stated) gave MEKK2wt PB1 HTS 94, PHOSPHO1 inh 47, GalR3 antag -8, GPR7 antagonist -15, OXTR ag 0.8, NALP1 yeast inh 13, V1aR counter 0.1, MEKK2mut PB1 HTS -4 and MEKK3 PB1 HTS 98.
`CC1CN(S(=O)(=O)c2cccc(C(=O)Nc3ccc(S(=O)(=O)Nc4ncccn4)cc3)c2)CC(C)O1` (configuration not stated) gave MEKK2wt PB1 HTS 94, PHOSPHO1 inh -33, GalR3 antag -4, GPR7 antagonist 2, NALP1 yeast inh 18, MEKK2mut PB1 HTS -8 and MEKK3 PB1 HTS 99.
`CC(C)(C)NC(=O)N1CCN(c2nc3ccc(Cl)cc3s2)CC1` gave MEKK2wt PB1 HTS 105, PHOSPHO1 inh 38, GalR3 antag -11, GPR7 antagonist -13, OXTR ag 8.5, NALP1 yeast inh 22, V1aR counter 12, MEKK2mut PB1 HTS 6 and MEKK3 PB1 HTS 102.
`COc1ccc2[nH]c3c(c2c1)CCN1C(=O)N([C@@H](C)C(=O)NCc2ccccc2)C(=O)[C@]31C` gave MEKK2wt PB1 HTS 102, PHOSPHO1 inh 24, GalR3 antag -4, GPR7 antagonist 8, OXTR ag 1.3, NALP1 yeast inh 21, V1aR counter -0.2, MEKK2mut PB1 HTS 3 and MEKK3 PB1 HTS 99.
For CCN(Cc1ccccc1)S(=O)(=O)c1c[nH]c(C(=O)OC)c1 the results were MEKK2wt PB1 HTS 102, PHOSPHO1 inh 33, GalR3 antag 0, GPR7 antagonist 0, OXTR ag -0.2, NALP1 yeast inh 11, V1aR counter 0.8, MEKK2mut PB1 HTS -1 and MEKK3 PB1 HTS 100.
For CCN1CCN(c2cc(N3CCc4ccccc4C3)c(F)cc2[N+](=O)[O-])CC1 the results were MEKK2wt PB1 HTS 151*, PHOSPHO1 inh -21, GalR3 antag -15, GPR7 antagonist 11, OXTR ag 5.9, NALP1 yeast inh 35, V1aR counter 6.3, MEKK2mut PB1 HTS 39 and MEKK3 PB1 HTS 100.
Screening Cc1ccc(C(=O)N2CCCC(N3CCN(c4ccccc4C)CC3)C2)c(=O)[nH]1 (configuration not stated) returned MEKK2wt PB1 HTS 101, PHOSPHO1 inh -4, GalR3 antag -9, GPR7 antagonist 2, OXTR ag -0.3, NALP1 yeast inh 9, V1aR counter 0.1, MEKK2mut PB1 HTS 0 and MEKK3 PB1 HTS 100.
Screening Cc1ccc(CNC(=O)Cn2nnc(C(=O)Nc3cc(C)ccc3C)c2N)cc1 returned MEKK2wt PB1 HTS 99, PHOSPHO1 inh 27, GalR3 antag 0, GPR7 antagonist -2, OXTR ag 1.5, NALP1 yeast inh 16, V1aR counter 3.6, MEKK2mut PB1 HTS 2 and MEKK3 PB1 HTS 98.
`CCc1ccc(Nc2n[n+](-c3ccccc3)c(-c3cc(OC)c(OC)cc3Br)s2)cc1` gave MEKK2wt PB1 HTS 194*, PHOSPHO1 inh 4, GalR3 antag -2, GPR7 antagonist -3, OXTR ag -0.6, NALP1 yeast inh 0, V1aR counter 0.3, MEKK2mut PB1 HTS 77* and MEKK3 PB1 HTS 112.
COc1ccccc1C(=O)Nc1ccc(C2=NNC(=O)CC2C)cc1 (configuration not stated) was read as MEKK2wt PB1 HTS 97, PHOSPHO1 inh 4, GalR3 antag 73*, GPR7 antagonist -1, OXTR ag 1.0, NALP1 yeast inh 31, V1aR counter 3.3, MEKK2mut PB1 HTS -1 and MEKK3 PB1 HTS 97.
`CCOC(=O)C[C@H]1c2cc(F)ccc2S(=O)(=O)N1C1CCCCC1` gave MEKK2wt PB1 HTS 104, GalR3 antag -3, OXTR ag 0.0, V1aR counter -1.0, MEKK2mut PB1 HTS 2 and MEKK3 PB1 HTS 106.
`O=C(O)CCc1ncc(C(F)(F)F)cc1Cl` gave MEKK2wt PB1 HTS 105, PHOSPHO1 inh 8, GalR3 antag -2, GPR7 antagonist -6, OXTR ag -0.6, NALP1 yeast inh -1, V1aR counter -0.6, MEKK2mut PB1 HTS 1 and MEKK3 PB1 HTS 103.
For Cc1cccc(NC(=O)CCCN2C(=O)c3cccc4cccc(c34)C2=O)c1 the results were MEKK2wt PB1 HTS 103, PHOSPHO1 inh 10, GalR3 antag -4, GPR7 antagonist -7, OXTR ag -0.4, NALP1 yeast inh 14, V1aR counter 0.0, MEKK2mut PB1 HTS 3 and MEKK3 PB1 HTS 100.

Source: PubChem
